M5 antag: CHRM5 antagonism in calcium assay. P08912. CHO-hM5 cells, Fluo-8 calcium fluorescence, ACh EC80. inhibition, % at 3 µM. 0.59% of 360,000 active. AID 624040;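 active = inhibition above a per-plate cutoff, the mean of that plate's test compounds plus 3 SD, cut at about 27% in these data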;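 also: 0% = acetylcholine EC80 with DMSO and 100% = DMSO without agonist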
Target sequence (P08912 whole entry, looked up): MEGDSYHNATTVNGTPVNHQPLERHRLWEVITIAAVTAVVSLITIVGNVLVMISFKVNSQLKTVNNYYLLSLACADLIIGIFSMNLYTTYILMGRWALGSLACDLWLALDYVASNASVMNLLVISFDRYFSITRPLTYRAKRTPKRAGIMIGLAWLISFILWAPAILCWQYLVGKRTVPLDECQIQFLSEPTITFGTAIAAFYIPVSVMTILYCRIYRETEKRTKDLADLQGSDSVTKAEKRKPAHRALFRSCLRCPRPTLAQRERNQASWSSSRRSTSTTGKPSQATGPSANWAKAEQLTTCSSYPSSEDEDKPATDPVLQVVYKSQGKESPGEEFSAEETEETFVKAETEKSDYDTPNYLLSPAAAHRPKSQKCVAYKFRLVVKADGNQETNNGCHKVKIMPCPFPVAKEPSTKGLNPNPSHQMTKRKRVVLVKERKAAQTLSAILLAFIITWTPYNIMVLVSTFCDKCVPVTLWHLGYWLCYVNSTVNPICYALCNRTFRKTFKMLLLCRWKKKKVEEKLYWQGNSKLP
M4 PAM: positive allosteric modulators of human muscarinic M4 receptor; P08173; CHO-K1 hM4/Gqi5, Fluo-8 calcium fluorescence, ACh EC20; 0% = ACh EC20, 100% = maximal ACh; activation, % at 3 µM; 0.4% of 360,000 active; AID 624126;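 active = activation above its plate's cutoff, the mean activation of sample wells plus 3 SD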; also: some results filed as inactive read as strong as hits
Target sequence (P08173 whole entry, looked up): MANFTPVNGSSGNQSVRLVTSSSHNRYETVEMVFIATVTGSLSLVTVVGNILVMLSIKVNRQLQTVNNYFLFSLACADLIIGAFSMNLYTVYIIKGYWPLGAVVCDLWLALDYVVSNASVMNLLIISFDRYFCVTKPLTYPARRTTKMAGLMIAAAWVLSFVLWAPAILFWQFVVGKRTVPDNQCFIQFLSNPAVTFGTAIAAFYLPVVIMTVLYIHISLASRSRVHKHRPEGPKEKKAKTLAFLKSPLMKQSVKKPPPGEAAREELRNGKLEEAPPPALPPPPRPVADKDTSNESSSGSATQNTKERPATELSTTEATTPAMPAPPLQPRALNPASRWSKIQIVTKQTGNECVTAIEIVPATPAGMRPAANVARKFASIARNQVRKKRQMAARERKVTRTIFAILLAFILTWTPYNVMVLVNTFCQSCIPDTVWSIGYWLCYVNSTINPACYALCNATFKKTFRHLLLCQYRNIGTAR
CHRM5 PAM: potentiates acetylcholine response at human M5 receptor; activation, % at 3 µM; AID 624038; CHO-K1 hM5, Fluo-8 calcium, ACh EC20 PAM; 0% = ACh EC20, 100% = ACh EC100; 0.3% of 360,000 active; P08912;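 active = activation above the run cutoff, the mean activation of all test compounds plus 3 SD, cut at about 18% in these data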
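Measured by: Fluo-8 calcium fluorescence; material: human M5 receptor in CHO-K1 cells; schedule: Post-acetylcholine fluorescence recording 140 s; benchmarks: low control EC20 acetylcholine (0%), high control EC100 acetylcholine (100%); read-out: Max/basal fluorescence ratio as % of EC20–EC100 ACh window; compound: single dose, 3 µM nominal final test concentration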
CHRM4 agonist: agonists of human muscarinic M4 receptor (CHRM4) | activation, % at 3 µM | CHO-K1 hM4/Gqi5, Fluo-8 calcium fluorescence; vehicle 0%, full acetylcholine response 100% | P08173 | AID 624127 | 0.14% of 360,000 active;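 active = activation above the run mean over all test wells plus 3 SD, cut at about 32% in these data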;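 also: peak over basal fluorescence ratio per well then scaled between controls; 0% = DMSO wells and 100% = acetylcholine at EC100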
CHO-K1 Ca ag: nonselective activator or artifact in parental CHO-K1 cells; Fluo-8 calcium fluorescence; scaled to maximal ATP response, vehicle zero; activation, % at 3 µM; 0.48% of 360,000 active; in the data active = activation above about 15%;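 also: untransfected CHO-K1 host cells lacking M1 receptor as counterscreen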
M4 antag: blocks acetylcholine activation of human M4 receptor; 0.73% of 360,000 active; CHO-hM4 cells, ACh EC80, Fluo-8 calcium fluorescence; inhibition, % at 3 µM; AID 624125; P08173;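 active = inhibition above its plate's cutoff, the mean inhibition of sample wells plus 3 SD, cut at about 27% in these data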;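 also: 0% = acetylcholine EC80 with DMSO and 100% = DMSO without agonist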
CHO-K1 Ca antag: counter-screen for M1 antagonists: effect in parental CHO-K1 cells | ATP-induced calcium, Fluo-8 fluorescence | inhibition, % at 3 µM | 0.6% of 360,000 active;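 active = inhibition above a per-plate cutoff, the plate's mean sample inhibition plus 3 SD, cut at about 24% in these data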;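 also: 0% = DMSO plus EC80 ATP and 100% = DMSO alone without ATP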
CHRM5 agonist: CHRM5 agonism in calcium assay. CHO-K1 hM5 cells, Fluo-8 calcium fluorescence; 0% DMSO wells, 100% maximal acetylcholine response. activation, % at 3 µM. P08912. 0.19% of 360,000 active;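 active = activation above the run's mean over test compounds plus 3 SD, cut at about 23% in these data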;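 also: signal is peak over basal fluorescence ratio across the kinetic read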
CHO-K1 Ca PAM: nonselective activator or artifact in parental CHO-K1 calcium assay. ATP EC20, Fluo-8 calcium fluorescence; 0% at ATP EC20, 100% at ATP max. activation, % at 3 µM. 0.02% of 360,000 active;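 active = activation above the run cutoff, the mean activation of all test compounds plus 3 SD, cut at about 40% in these data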;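 also: peak over basal fluorescence ratio in a 140 s read after ATP addition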
* hit, by the source's call. This is a random part of the collection; about 2.7% have a hit in one of these screens.

no. | SMILES | M4 PAM | CHRM5 agonist | CHO-K1 Ca PAM | CHO-K1 Ca ag | CHRM5 PAM | M4 antag | M5 antag | CHRM4 agonist | CHO-K1 Ca antag
1 | O=C(CSc1nccn1Cc1ccccc1)Nc1nccs1 | -1 | 0 | -2 | 0.2 | -6 | -3 | -1 | 1 | 4
2 | O=C(CSC1CCCCC1)Nc1ccccc1Br | -3 | -2 | 5 | -0.7 | -1 | 1 | -2 | 0 | 7
3 | Cc1ccc(Cn2ccc(=O)c(OCc3c(Cl)cccc3Cl)c2C)cc1 | -2 | -6 | 20 | 0.9 | -14 | 3 | 5 | -1 | -3
4 | CCN(CC(=O)Nc1ccc(NC(C)=O)cc1)C(=O)/C=C/c1ccc2c(c1)OCO2 | 11 | 4 | -1 | 0.1 | 2 | -16 | 1 | 1 | -6
5 | OCc1cccc[n+]1Cc1ccccc1 | -1 | -8 | 15 | 1.4 | 11 | -3 | -4 | 0 | -8
6 | COc1cccc(NC(=O)CN(C)C(C)C(=O)Nc2ccc(S(=O)(=O)N3CCCC3)cc2)c1 (stereo unspecified) | -7 | -1 | 18 | 2.2 | 5 | -6 | 4 | 3 | -17
7 | CC12CCC(C(=O)Nc3ncc([N+](=O)[O-])s3)(OC1=O)C2(C)C (stereo unspecified) | -1 | 5 | 17 | 1.6 | -2 | 0 | -4 | 2 | -35
8 | COCCNC(=O)CSc1nc2cc(OC)c(OC)cc2c(=O)n1CCc1ccc(S(N)(=O)=O)cc1 | -1 | 0 | 13 | 0.7 | -1 | -4 | 5 | 1 | -17
9 | S=C(Nc1ccccc1)Nc1nc2ccccc2n1CCOc1ccc(Cl)cc1 | 11 | -2 | 11 | -0.2 | -2 | -5 | -2 | 1 | 3
10 | O=S(=O)(c1ccc(N2CCN(CCO)CC2)nc1)N1CCOCC1 | 15 | 2 | 2 | 0.8 | 2 | -13 | 2 | 1 | -9
11 | COc1ccc(NC(=O)C2COc3ccccc3O2)cc1 (stereo unspecified) | -4 | 0 | -18 | 0.4 | -7 | 5 | 14 | 0 | 5
12 | COc1ccc(CNC(=O)c2c(O)c3ccccc3n(C)c2=O)cc1 | 3 | -6 | 18 | 0.5 | 6 | -6 | -4 | 1 | -11
13 | Cc1ccccc1-n1ncc2c1CC(C)(C)CC2NC(=O)CCN1CCCCC1=O (stereo unspecified) | 5 | -3 | 16 | 0.3 | 2 | 3 | -1 | 2 | -6
14 | COc1ccc(C2C(Oc3ccccc3)C(=O)N2c2cc(C)ccc2C)cc1OC (stereo unspecified) | -10 | -2 | -7 | 0.5 | -13 | 6 | 2 | 0 | -10
15 | Cc1cc(NC(=O)CSc2nc(-c3cccnc3)ccc2C#N)no1 | 1 | -3 | 5 | 0.0 | -3 | -1 | 4 | 1 | -5
16 | CCCc1nnc(NC(=O)Nc2ccc(OC)cc2)s1 | 6 | 15 | 8 | 6.3 | 6 | -1 | -15 | 6 | -16
17 | Cc1ccc(SCC(=O)N2N=CCC2c2ccccc2)cc1 (stereo unspecified) | -1 | -11 | 11 | 0.4 | -8 | -1 | 3 | 0 | -4
18 | COc1ccccc1N1CCN(/N=C/c2ccccc2C(=O)O)CC1 | 2 | -1 | 1 | 0.7 | 4 | -7 | 1 | 2 | 3
19 | CCn1cc(C(=O)O)c(=O)c2cc(F)c(N3CCN(C(=S)NC(=O)c4cc(OC)cc(OC)c4)CC3)cc21 | 7 | -2 | 1 | 0.1 | 6 | -6 | 2 | 0 | 2
20 | COc1ccc(C2C=C(C34CC5CC(CC(C5)C3)C4)NC(=S)N2)cc1 (stereo unspecified) | 0 | 0 | 11 | -0.2 | -2 | 7 | -3 | -1 | 4
21 | N#Cc1c(Cl)cccc1N1CCSCC1 | 7 | -5 | 9 | 0.2 | 1 | 4 | -4 | 0 | -3
22 | O=C(O)C(Cc1ccc(Cl)cc1)NS(=O)(=O)c1ccc(Cl)cc1 (stereo unspecified) | 3 | 0 | 9 | 0.7 | 1 | 8 | 1 | 0 | -16
23 | Cc1c(NC(=O)C2CCCN(S(=O)(=O)c3cnc[nH]3)C2)c(=O)n(-c2ccccc2)n1C (stereo unspecified) | 9 | 0 | 17 | -0.1 | -1 | -13 | -4 | 1 | -11
24 | CCOc1cc(CNC2CCCC2)cc(Cl)c1OCc1ccc(F)cc1 | -1 | 4 | 1 | 6.7 | -3 | 23 | 9 | 15 | 3
25 | CC1CCC(NC(=O)Nc2cccs2)CC1 (stereo unspecified) | 9 | 2 | 1 | -0.2 | 10 | 3 | -6 | 0 | 10
26 | Cc1ccc(C(=O)c2ccccc2C(=O)Nc2ccccc2)cc1 | 8 | -1 | 21 | 0.5 | -8 | -9 | 7 | 0 | -5
27 | COc1ccc(-c2ccc3c(c2)O/C(=C\c2ccsc2)C3=O)cn1 | -2 | 5 | -6 | -0.4 | 9 | 4 | 2 | 3 | 6
28 | Cc1ccccc1Cn1nc(C)c(NC(=O)c2noc3c2CC(C(C)(C)C)CC3)c1C (stereo unspecified) | -6 | -3 | 13 | -0.8 | -6 | 9 | 4 | -2 | -9
29 | O=C(NC1CCCC1)C(c1ccc(Cl)cc1)N(Cc1ccc(F)cc1)C(=O)CCl (stereo unspecified) | -5 | -2 | 24 | 2.4 | -6 | -8 | 1 | 5 | -16
30 | NC(=O)NC(=O)COC(=O)c1cccc(NS(=O)(=O)/C=C/c2ccccc2)c1 | -7 | -2 | 15 | 0.8 | -4 | -8 | -1 | 1 | -8
31 | Cc1ccc(-n2nc3c(c2NC(=O)C(C)(C)C)CSC3)c(C)c1 | 5 | -1 | -1 | -1.2 | -2 | -6 | -5 | 1 | -4
32 | Cn1cc(CNC(=O)/C=C/c2ccc(Cl)cc2)cn1 | -6 | -3 | 4 | 0.1 | -2 | 1 | -3 | 0 | -14
33 | C=C(C)CSc1nnc([C@@H](NC(=O)OC(C)(C)C)C(C)CC)o1 (stereo partly specified) | -3 | -2 | 8 | 1.6 | -2 | 13 | -2 | -1 | -4
34 | CCOc1ccc(CNC(=O)Cn2ccc3cc(S(=O)(=O)N4CCCC4)ccc32)cc1 | -3 | -4 | 13 | 3.3 | -3 | 8 | 10 | 2 | -10
35 | CCOc1ccccc1NC1c2ccccc2C(=O)N1Cc1ccco1 (stereo unspecified) | 5 | -5 | 34 | 0.1 | 0 | -6 | 1 | -1 | -20
36 | COc1ccc(CCNC(=O)c2c(O)c3cccc4c3n(c2=O)CC4)cc1OC | 2 | 3 | -3 | -0.2 | 1 | -6 | -5 | 1 | 7
37 | COc1cc2c(cc1OC)-c1nncn1C(C)(C)C2 | 0 | -5 | -4 | 0.4 | -14 | -1 | -10 | 0 | -9
38 | COc1ccc(NC(=O)Cn2nnc(C(=O)NCc3ccccc3)c2N)cc1Cl | -3 | -2 | 25 | 1.2 | 2 | 4 | -7 | 2 | -10
39 | NC(=O)NCCCC(NC(=O)c1ccc(C#CC2(O)CCCCC2)cc1)C(=O)O (stereo unspecified) | 7 | 0 | 5 | 1.2 | -4 | 9 | 9 | 4 | 2
40 | O=C(NCCc1ccccn1)c1nc(Cn2ccc([N+](=O)[O-])n2)no1 | 0 | 3 | 13 | 1.0 | 6 | 1 | -2 | 2 | -6
41 | Cn1ncc(C(=O)N=S(C)(=O)c2ccccc2)c1[N+](=O)[O-] (stereo unspecified) | 28 | -1 | -3 | 0.3 | 7 | -5 | -7 | 2 | -6
42 | Cn1cc(/C=N\NC(=O)c2cccs2)c2ccccc21 | 1 | -1 | 10 | 0.5 | -6 | -8 | -2 | 1 | -3
43 | Nc1cc(N)nc(SCC(=O)NCC(=O)Nc2ccc(F)c(F)c2F)n1 | -1 | 2 | 13 | 0.2 | 1 | 2 | 14 | 0 | -8
44 | COc1ccccc1-n1c(SCC(=O)NCc2ccc3c(c2)OCO3)nc2cc([N+](=O)[O-])ccc21 | -6 | -5 | 3 | 0.9 | -14 | 1 | 10 | 3 | -1
45 | O=C(NCc1cccc(C(F)(F)F)c1)c1ccc2nc([C@H]3C[C@H](O)[C@@H](CO)O3)[nH]c2c1 | 10 | 0 | 7 | 0.1 | -2 | -18 | -3 | 1 | -7
46 | COc1ccc(N2CCN(C(=O)COC(=O)[C@@H](NC(=O)OCc3ccccc3)C(C)C)CC2)cc1 | -1 | 9 | 4 | 12 | -14 | -4 | 10 | 12 | -3
47 | CCN(CC)C(=O)CSc1nnc(-c2cccnc2)n1Cc1ccccc1 | 1 | -3 | 11 | 0.2 | 2 | 1 | -1 | 0 | -6
48 | COc1c(OC(C)=O)ccc(/C=N\NC(=O)c2ccc(Br)cc2)c1[N+](=O)[O-] | -4 | 2 | 14 | 4.3 | -4 | 1 | 3 | 5 | -11
49 | Cc1ccc(-n2c(SCC(=O)N3CCC(C(=O)O)CC3)nc3ccccc3c2=O)cc1C | -1 | -2 | 11 | -0.1 | -2 | -2 | 8 | -1 | 7
50 | CCO[C@H]1OC(C(=O)O)=C[C@@H](c2ccccc2)[C@@H]1CCCO | 13 | 0 | -15 | 0.0 | 10 | -1 | 0 | 2 | -7
51 | CCOC(=O)N1CCN(C(=O)C2CCCN(S(=O)(=O)c3ccc(OCC)cc3)C2)CC1 (stereo unspecified) | -1 | -2 | -7 | 1.7 | 1 | 5 | 0 | 2 | -4
52 | COc1ccccc1NC(=O)c1cc(S(=O)(=O)NC2CCCC2)ccc1F | -5 | -9 | 14 | -0.2 | -2 | 1 | 10 | 2 | -3
53 | COc1ccc(NC(=O)COC(=O)CCc2ccccc2)c(OC)c1 | -6 | -4 | 14 | -0.1 | 3 | 2 | 7 | 1 | 9
54 | CCN1CCN(C(=O)c2c(-c3c(Cl)cccc3Cl)noc2C)CC1 | 0 | -7 | 4 | 0.7 | 0 | -1 | 4 | 0 | -15
55 | Cc1cc(OCC(=O)NCCc2cccc(F)c2)c2c(C)cc(=O)oc2c1 | 7 | -2 | 24 | -0.4 | 0 | -10 | 5 | 1 | 16
56 | O=[N+]([O-])c1cc(-c2ccc(/C=N\n3cnnc3)o2)cc([N+](=O)[O-])c1 | 3 | 2 | 6 | 0.5 | 2 | 3 | 8 | 0 | -9

Going on with the list.
no. | SMILES | M4 PAM | CHRM5 agonist | CHO-K1 Ca PAM | CHO-K1 Ca ag | CHRM5 PAM | M4 antag | M5 antag | CHRM4 agonist | CHO-K1 Ca antag
57 | CCCCn1c(=O)[nH]c2nc3cc(N)ccc3nc2c1=O | -24 | 22 | -8 | 24* | -11 | 22 | 16 | 57* | 20
58 | Cc1cccc(NS(=O)(=O)c2ccc3c(c2)Cc2cc(S(=O)(=O)Nc4cccc(C)c4C)ccc2-3)c1C | 9 | -1 | 16 | 0.0 | -3 | -1 | -2 | 1 | -8
59 | CC(C(=O)NC1=NCCS1)N1C(=O)C2CC=CCC2C1=O (stereo unspecified) | 1 | -7 | 13 | 0.0 | -4 | 3 | -9 | 1 | -2
60 | O=c1c2c3c(sc2nc2n1CCC2)CCC3 | -3 | -5 | 13 | 0.1 | 6 | 7 | -3 | 0 | -13
61 | CCC(=O)Nc1nnc(CSCc2ccccc2)s1 | 2 | 0 | 16 | 1.2 | -4 | -7 | -7 | 1 | -14
62 | CCc1ccc(NC(=O)[C@H](Cc2c[nH]c3ccccc23)NC(=O)[C@@H]2Cc3ccccc3CN2)cc1 | -5 | 6 | 24 | 5.2 | -9 | 0 | 11 | 19 | -6

From PubChem
